PGC1a acetyl inh – inhibitors of PGC1a acetylation signal, primary screen, cell-based, U2OS, AlphaScreen, inhibitor mode. AlphaScreen anti-acetyl-lysine; with virally co-expressed GCN5 acetyltransferase. inhibition, % at 15.6 µM. 0.17% of 350,000 active. AID 651687, 2012;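 active = every replicate shows inhibition of at least 40%; inconclusive = mean inhibition at least 40% but some replicate below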;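 note: 0% = neutral control wells and 100% = positive control wells; some results beyond the cut were filed as inactive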
PglD inh – C. jejuni PglD acetyltransferase inhibitors, primary screen, biochemical, DTNB colorimetric, single point; UDP-N-acetylbacillosamine N-acetyltransferase PglD (Campylobacter jejuni); purified PglD enzyme, DTNB colorimetric CoA detection; inhibition, % at 12.5 µM; 0.098% of 360,000 active; AID 602405, 2012; in the data active = inhibition above about 16%, passing the limit was not always enough; inconclusive = no clear call, values can overlap the other calls; note: strong numbers were not always called active
E-sel inducer – E-selectin induction in HUVECs, primary screen, imaging, HUVEC, immunofluorescence imaging, single point. AID 686992, 2013. activation, % at 7.58 µM. normalized: neutral wells 0, TNF-alpha wells 100. P16581. 0.37% of 260,000 active;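 active = mean E-selectin-positive cell signal at least 10% of the positive control, reached in at least 60% of replicates, without over 20% cell loss; inconclusive = no rule given, readout overlaps actives, possibly toxicity-flagged; inactive = the rest, including those meeting only one limit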;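 note: in these data hits start at about 27%; measured in HUVEC primary endothelial cells; signal is the percent of cells scored E-selectin positive by PE staining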
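Material: HUVEC primary endothelial cells; Amount: 3,000 cells per well; Dosing: single concentration; Medium: EGM-2 growth medium on 0.1% gelatin-coated wells; Read-out basis: percent E-selectin-positive cells; Signal: immunofluorescence imaging; Control set: TNF-alpha, DMSO.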
RAD52 inh – RAD52 DNA annealing inhibitors, primary screen, biochemical, FRET, single point, set 2; DNA repair protein RAD52 homolog (Homo sapiens), P43351; recombinant RAD52 DNA annealing, FRET fluorescence; inhibition, % at 18.7 µM; 0.46% of 360,000 active;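 active = every replicate showing at least 50% inhibition; inconclusive = mean inhibition at least 50% but not in every replicate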
ERAP1 HTS inh – human ERAP1 aminopeptidase inhibitors, primary screen, biochemical, single point, plate reader. recombinant ERAP1, Leu-AMC fluorescence, 60 min. 0.15% of 340,000 active. inhibition, % at 10.7 µM;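 active = mean replicate inhibition of at least 30%, or all replicates individually reaching that 30% level; inactive = mean below 30% and not every replicate reaching it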;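 note: 0% = neutral control wells and 100% = L-leucinethiol positive control wells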
miR-122 sensor – miR-122 Renilla sensor signal increase in Huh7, primary screen, miR-122 inhibitor project, cell-based, single point, plate reader; Huh7 miR-122 Renilla luciferase sensor, 48 h; neutral wells = 0, positive control = 100; activation (reporter increase), % at 12.5 µM; 0.3% of 340,000 active; AID 602342, 2012;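 active = mean replicate activation score at least 90 and every replicate individually at or above 90; inconclusive = only one of the two criteria met; inactive = neither criterion met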;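 note: higher luciferase means less miR-122 activity so hits act as miR-122 inhibitors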
Cneo AK release – Cryptococcus neoformans cell lysis inducers, primary screen, AK release luminescence, single concentration; C. neoformans lysis, adenylate kinase release luminescence, 4 h; normalised: neutral wells 0, clomiphene wells 100; lysis activity, % at 15 µM; 0.2% of 360,000 active; AID 651654, 2012;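 active = mean lysis activity across replicates of at least 80%, whatever share of replicates individually reach that level; inactive = mean lysis activity below 80%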
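Signal: Adenylate kinase release luminescence | Assay system: Log-phase Cryptococcus neoformans yeast cells | Input: Cells at 5 × 10^6 per mL | Buffer or medium: Fresh YPD growth medium | Compound: Single dose | Schedule: Static 4 h at 37 °C with compound, 1 h detection | Controls: Clomiphene | Read-out: Luminescence rise reflecting yeast cell lysis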
RAD54 branch – inhibitors of human RAD54 branch migration, primary screen, biochemical, fluorescence, single point | 0.14% of 360,000 active | AID 602329, 2012 | inhibition, % at 10.4 µM | RAD54 Holliday junction branch migration, FAM/BHQ fluorescence | DNA repair and recombination protein RAD54-like (Homo sapiens), Q92698;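 active = mean normalized replicate activity at least 40 and at least half of replicates scoring 40 or more; inconclusive = only one of the two criteria met; inactive = mean below 40 and under half of replicates reaching 40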;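 note: 0% = median of neutral control wells and 100% = median of positive control wells; inhibitors cause a drop in the FAM fluorescence signal; in these data hits start at about 50%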
Target sequence (Q92698 whole entry, looked up): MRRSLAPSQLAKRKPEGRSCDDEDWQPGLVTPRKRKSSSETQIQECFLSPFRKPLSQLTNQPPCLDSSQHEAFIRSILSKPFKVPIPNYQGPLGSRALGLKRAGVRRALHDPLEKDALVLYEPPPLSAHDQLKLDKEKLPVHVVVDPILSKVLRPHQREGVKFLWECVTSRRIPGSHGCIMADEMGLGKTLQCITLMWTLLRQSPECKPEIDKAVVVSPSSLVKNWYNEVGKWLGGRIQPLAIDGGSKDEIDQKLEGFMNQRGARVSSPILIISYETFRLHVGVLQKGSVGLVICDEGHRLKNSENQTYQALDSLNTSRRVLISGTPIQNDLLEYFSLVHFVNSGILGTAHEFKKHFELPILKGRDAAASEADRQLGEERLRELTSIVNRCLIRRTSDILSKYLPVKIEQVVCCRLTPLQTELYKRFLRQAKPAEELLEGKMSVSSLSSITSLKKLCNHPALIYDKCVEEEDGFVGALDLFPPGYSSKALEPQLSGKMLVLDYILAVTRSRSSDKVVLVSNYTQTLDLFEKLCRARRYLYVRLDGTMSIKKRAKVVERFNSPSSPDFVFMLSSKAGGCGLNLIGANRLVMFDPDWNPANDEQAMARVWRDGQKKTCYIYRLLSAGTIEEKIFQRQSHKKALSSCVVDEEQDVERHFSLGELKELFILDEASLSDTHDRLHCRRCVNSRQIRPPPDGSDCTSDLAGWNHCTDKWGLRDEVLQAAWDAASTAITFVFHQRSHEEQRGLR
* marks the source's active call; other numbers are inactive results; ? = inconclusive; · = no result given; & = joins results of further samples; [ ] = another dose, or the depositor's remark.

SMILES	PGC1a acetyl inh	PglD inh	E-sel inducer	RAD52 inh	ERAP1 HTS inh	miR-122 sensor	Cneo AK release	RAD54 branch
Cc1ccc(C)c(N2CCN(C(=O)CCNS(=O)(=O)c3ccc4c(c3)oc(=O)n4C)CC2)c1	-4	-3	·	-9	-6	-11	-1	-16
O=C(Nc1ccc2c(c1)CCC2)c1cnccn1	7	-6	·	-23	-5	-1	-2	5
CC(C)c1ccc(NC(=O)COC(=O)C2CC3C=CC2C3)cc1 (stereo not given)	0	-1	·	-5	3	2	-3	-11
O=C(NNc1cc(Cl)cc(Cl)c1)c1cccs1	0	-5	11	-4	1	3	2	-9
O=C(NC1CCCC1)N1CCCCN2[C@H](CO)[C@@H](c3ccc(/C=C/c4ccccc4)cc3)[C@H]2C1	-16	-6	-0.3	·	·	-25[16.7 µM]	4	1
O=C(N1CCOCC1)N1CCC(NC(=O)C23CC4CC(CC(C4)C2)C3)CC1	6	0	·	·	·	-1	-2	-8
COc1ccc(C2/C=C\CN(CC(C)(C)C)CC(=O)N2Cc2ccc(F)cc2)cc1 (stereo not given)	12	1	0.1	-61	0	-1	1	-2
COc1ccc(COC(=O)C2=C(C)NC(=O)NC2c2ccc(O)cc2)cc1 (stereo not given)	7	2	·	-4	-1	4	0	2
O=S(=O)(NC1CCCCC1N1CCOCC1)c1ccc(Cl)cc1 (stereo not given)	-8	-8	·	-18	-3	-4	0	4
Clc1ccc(Nc2ccc(Cl)nn2)cc1	-2	7	·	-12	·	-2	-5	-7
COc1cc(O)c2c(=O)c(-c3ccc(O[C@@H]4O[C@H](CO)[C@@H](O)[C@H](O)[C@H]4O)cc3)coc2c1	-9	-6	-0.1	-2	-1	-4	5	9
CO[C@@H]1CC[C@H]2CCN(C)C(=O)CCCN(C)C(=O)c3cccc(C#N)c3OC[C@H]1O2	·	1	0.1	-7	1	·	0	8
CC(C)CC#Cc1ccc2c(c1)O[C@@H](CN(C)C(=O)Cc1ccncc1)[C@H](C)CN([C@H](C)CO)S2(=O)=O	2	-2	-0.2	-12	3	3[16.7 µM]	-1	-9
Cc1nn(-c2ccccc2)c(C)c1NC(=O)COC(=O)CCc1ccccc1	·	3	-0.1	-1	0	·	1	0
CC(C)N(C[C@H]1[C@H](c2ccccc2)[C@@H](CO)N1S(C)(=O)=O)C(=O)CN(C)C	2	-1	-0.3	-19	1	-33[16.7 µM]	4	-3
CCc1ccccc1NC(=O)C1(S(=O)(=O)c2ccc(C)cc2)CC1	-17	1	-0.3	-4	1	-1	2	-10
O=S1(=O)CCOC[C@H](c2ccccc2)N1Cc1ccccc1F	-3	-3	0.3	-17	-3	1	0	-1
Cc1ccc(NC(=O)c2ccc(Cl)c(N3C(=O)CCC3=O)c2)cc1	0	-3	-0.1	-3	-4	-10	0	2
CO[C@@H]1CN(C)C(=O)c2ccc(NC(=O)Nc3ccccc3)cc2OC[C@@H](C)N(C(=O)Nc2c(C)noc2C)C[C@H]1C	-2	3	0.0	18	3	-5[16.7 µM]	5	-8
COc1ccccc1NC(=O)CSc1nnnn1Cc1ccccc1	-13	1	·	0	-3	-4	-3	0
Cc1cc(C(=O)NCc2ccccc2Br)no1	-13	·	·	-8	-4	-2	·	·
O=C(c1ccccc1)N1CCN(CC(O)COCC2CC=CCC2)CC1 (stereo not given)	-5	0	·	·	·	2	0	-8
C=CCON/C(CCC)=C1\C(=O)C(C(=O)OC)C(C)(C)CC1=NC (stereo not given)	11	·	-0.5	-10	-6	-4	·	·
Cc1ccc(C)n1-c1ccc(-c2ccnc(N)n2)cc1	-6	0	0.2	-27	0	-8	5	-5
COc1ccc(C(=O)N2CC(=O)Nc3ccc(F)cc3C2c2ccccc2)cc1 (stereo not given)	6	1	0.1	-10	0	-1	-2	-5

The list goes on; the last two above are carried over.
SMILES	PGC1a acetyl inh	PglD inh	E-sel inducer	RAD52 inh	ERAP1 HTS inh	miR-122 sensor	Cneo AK release	RAD54 branch
Cc1ccc(C)n1-c1ccc(-c2ccnc(N)n2)cc1	-6	0	0.2	-27	0	-8	5	-5
COc1ccc(C(=O)N2CC(=O)Nc3ccc(F)cc3C2c2ccccc2)cc1 (stereo not given)	6	1	0.1	-10	0	-1	-2	-5
C[C@H](CO)N1C[C@H](C)[C@@H](CN(C)S(=O)(=O)c2cccs2)Oc2c(NS(=O)(=O)c3cn(C)cn3)cccc2C1=O	16	0	0.1&1.6	-1	2	-16	-1	-4
O=S(=O)(c1ccc2ccccc2c1)N1CCN(C(=S)Nc2ccc(F)cc2)CC1	3	1	·	·	·	6	·	8
CO[C@@H]1CN(C)C(=O)c2ccc(NC(C)=O)cc2OC[C@@H](C)N(C(=O)CN(C)C)C[C@H]1C	7	3	-0.1	·	·	-7[16.7 µM]	-5	-19
Cc1cc(C)n(CC(O)CN(c2ccccc2)S(=O)(=O)c2ccc3ccccc3c2)n1 (stereo not given)	-10	3	·	3	0	1	-1	12
CN(C)c1ccc(NC(=S)Nc2ccc3c(c2)c(=O)n(C)n3-c2ccc(C(C)(C)C)cc2)cc1	9	-3	-0.1	-16	-2	-3	-2	4
CC1CCN(CCC(=O)Nc2ccc(F)c(F)c2)CC1	0	-5	·	-16	-2	0	-1	-1
O=C(CSc1nnc(-c2ccco2)n1-c1ccccc1)N1CCOCC1	4	1	·	·	·	·	-1	-3
Cc1ccc(NC(=O)Cc2nc(COC(=O)C(C)NS(=O)(=O)c3ccc(C)cc3)cs2)cc1 (stereo not given)	·	6	0.5	-140	1	·	0	-3
CCNC(=S)N=Nc1c(O)[nH]c2ccc([N+](=O)[O-])cc12	1	·	4.4	1	-1	6	·	·
CCCCCC(=O)Nc1ccc(C(=O)N/N=C/c2ccc([N+](=O)[O-])cc2)cc1	·	2	·	-16	-3	-3	-1	-7
C[C@@H]1CCCCO[C@H](CN(C)S(=O)(=O)c2cn(C)cn2)[C@@H](C)CN([C@H](C)CO)C(=O)c2cc(NC(=O)Nc3ccc(C(F)(F)F)cc3)ccc2O1	9	-1	0.0	·	·	2[16.7 µM]	2	-1
C[C@@H]1CN([C@H](C)CO)C(=O)c2cc(NC(=O)Nc3ccc(F)cc3)ccc2O[C@@H]1CN(C)S(C)(=O)=O	7	-1	-4.7	1	-6	1[16.7 µM]	2	4
O=C(O)Cn1nc(-c2ccccc2)c2ccccc2c1=O	·	-5	·	·	·	3	0	20
C[C@H](CO)N1C[C@H](C)[C@@H](CN(C)S(=O)(=O)c2ccc(Cl)cc2)Oc2ccc(NC(=O)Nc3ccc(F)cc3)cc2CC1=O	0	-3	-13	14	4	-17[16.7 µM]	-4	7
CCOC(=O)c1nc(N)c(C(=O)OCC)[nH]1	1	6	·	·	·	-1	2	9
CC(=O)Oc1ccc2c(=O)c(Oc3ccccc3[N+](=O)[O-])coc2c1	·	8	0.0	·	·	·	-10	-1
CCOC(=O)N1CCN(CC(=O)Nc2cc3c(cc2C(C)=O)OCO3)CC1	7	-4	-0.2	-5	·	1	0	-5
Cc1ccc(-n2c3c(c(O)c(-c4ccccc4)c2=O)C(=O)CC(C)(C)C3)cc1	1	-4	·	·	·	1	-1	8
C[C@H](CO)N1C[C@H](C)[C@@H](CN(C)Cc2ccc(-c3ccccc3)cc2)Oc2ccc(NC(=O)Cc3cn(C)c4ccccc34)cc2CC1=O	-14	·	5.5	-20	-1	-1[16.7 µM]	·	·
CC(C)c1ccc(C(=O)COC(=O)C(O)c2ccccc2)cc1 (stereo not given)	1	4	-0.4	-2	2	0	-3	3
COc1ccc(-c2cnc3c(-c4ccc(F)cc4)cnn3c2N)cc1	2	-3	-0.2	5	-3	2	3	-20
O=C(COc1ccc(-c2nnco2)cc1)Nc1c(Cl)cccc1C(F)(F)F	-11	-3	1.7	-8	3	1	-4	-2
COc1ccccc1NC(=O)C[C@H]1CC[C@H]2[C@@H](COc3ccc(NC(C)=O)cc3C(=O)N2C)O1	4	·	0.1	-9	0	·	·	·
Cc1cc(C)n(C/C=C/Cn2nc(C)cc2C)n1	?	-5	·	-2	4	-7	0	-9
COCCN(C(=O)CCC(=O)Nc1nccs1)C(C(=O)NCCC(C)C)c1ccc(OC)cc1 (stereo not given)	·	0	·	4	-1	·	1	1
Other structures follow:
SMILES	PGC1a acetyl inh	PglD inh	E-sel inducer	RAD52 inh	ERAP1 HTS inh	miR-122 sensor	Cneo AK release	RAD54 branch
O=S1(=O)N=C2CCCCCN2C(c2ccc(Br)cc2)N1 (stereo not given)	13	·	0.1	-8	-5	·	·	·
O=C(NCCCc1ccccc1)c1ccc(Br)o1	13	1	-2.0	·	·	-5	-1	-13
COc1ccc(NC(=O)Nc2ccc3c(c2)C(=O)N([C@@H](C)CO)C[C@H](C)[C@H](CN(C)C(=O)NC2CCCCC2)OCCCC[C@H](C)O3)cc1	3	5	0.0	2	-1	-10[16.7 µM]	1	-3
O=C(NC1CCN(c2ncccn2)CC1)c1ccccc1F	-1	-3	-0.1	-2	-4	-10	4	-6
CN(C1=NC(=O)C(CC(=O)Nc2ccc(Br)cc2)S1)c1ccc(O)cc1 (stereo not given)	·	0	·	·	·	4	0	3
COc1ccc(NC(=O)COC(=O)C23CC4CC(CC(Cl)(C4)C2)C3)c(OC)c1	-9	4	·	-8	-5	0	1	13
CCOC(=O)c1[nH]c2ccc(OC)cc2c1NC(=O)c1ccc2c(c1)OCO2	-55	3	·	·	·	6	-1	1
Cc1ccc(NC(=O)C2(C)CCN2C(C)C)cc1C (stereo not given)	1	-7	-0.1	-1	0	4	1	8
CCC(=O)Nc1ccc(NC(=O)c2ccc3c(c2)OCO3)cc1	-16	6	·	·	·	4	-1	7
COc1ccc(CN2CC(=O)N3[C@H]4c5ccccc5OC[C@@H]4[C@H](c4ccccc4)[C@]3(C)C2=O)cc1	-20	3	0.6	-42	3	-1	-6	-5
CC(C)C[C@H](NC(=O)c1nc[nH]c1C(=O)NC1CCNCC1)C(=O)OCc1ccccc1	6	0	-0.1	5	-1	-10	4	1
Cc1ccc(/C=N/N2C(=O)c3ccccc3NC2c2ccc(C)cc2)cc1 (stereo not given)	-1	-11	0.4	·	·	9	-3	-1
Cc1noc(C)c1S(=O)(=O)Nc1ccc2c(c1)C(=O)N([C@H](C)CO)C[C@H](C)[C@@H](CN(C)S(=O)(=O)c1ccccc1)OCCCC[C@H](C)O2	-5	0	-0.1	-31	2	2[16.7 µM]	7	7
CCc1cccc(NC(=O)C2CC2c2ccccc2)c1 (stereo not given)	-1	3	·	-18	-1	9	-9	3
COc1ccc(-c2noc(CCCC(=O)NCC3CCCO3)n2)cc1 (stereo not given)	·	3	·	-16	-2	1	0	-2
CCC(C)(C)NC(=O)CN(C(=O)CNS(=O)(=O)c1ccccc1)c1ccccc1	-12	·	·	·	·	1	4	0

Screens as filed in PubChem BioAssay.
